SIAH1 antagonists – Siah-1 peptide-binding antagonists, primary screen, biochemical, fluorescence polarization, rhodamine-plectin, uHTS (AID 1817) | E3 ubiquitin-protein ligase SIAH1 (Homo sapiens) | Siah-1 / rhodamine-plectin peptide fluorescence polarization; higher % means a stronger effect | displacement, % at 20 µM, or IC50 in µM where a hit was titrated | 0.02% of 290,000 active;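 active means displacement of at least 50% at 20 µM, with a fluorescence ratio check between 0.3 and a set limit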;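 further: plate controls were Siah plus tracer with DMSO for no effect and tracer alone without Siah for full effect; strong numbers were not always called active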
Myeloid diff MLP – induction of myeloid progenitor differentiation, primary screen, cell-based, flow cytometry, MLPCN library. ER-HoxA9 myeloid progenitors, lysozyme-GFP differentiation. calls only at 10 µM. 1% of 360,000 active;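 active means normalized GFP-positive differentiation at or above the plate's own cutoff, the solvent-only control mean plus 3 SD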;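 further: cells exposed to compound for four days before flow analysis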
KOR beta-arrestin-1 – KOR agonists, beta-arrestin recruitment, primary screen, cell-based, luminescence, uHTS (AID 1777); Kappa-type opioid receptor (Homo sapiens); 0.02% of 280,000 active; activation, % at 10 µM, or EC50 in µM where a hit was titrated; KOR beta-arrestin recruitment, luminescence; higher % means a stronger effect; in the data active means activation above about 50%, passing the limit was not always enough; further: a part of the inactive calls stands beside numbers as strong as those of hits
PhoP inhibition – inhibitors of PhoP regulon expression, primary screen, Salmonella Typhimurium, GFP reporter (AID 1863) | one-dose inhibition, % at 50 µM; IC50 in µM for titrated hits | S. Typhimurium PhoP-regulated promoter GFP reporter, 4 h; higher % means a stronger effect | 0.16% of 300,000 active;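 active means inhibition over 29.93%, a cutoff 3 SD above the screen mean, later confirmed by dose response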;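 further: 0% = low Mg2+ inducing control and 100% = high Mg2+ repressing control; strong numbers were not always called active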
HEK293 NOD2/NF-kB – NOD2 signaling inhibitors, cell-based, luminescence, uHTS, HEK293 (AID 1566). HEK293 NOD2/NF-kB luciferase reporter, luminescence; higher % means a stronger effect. inhibition, % at 4 µM, or EC50 in µM where a hit was titrated. 0.63% of 290,000 active; further: many of its hits are not listed in these tables
LYP phosphatase – inhibitors of LYP phosphatase, biochemical, fluorescence intensity, uHTS (AID 1779); Tyrosine-protein phosphatase non-receptor type 22 (Homo sapiens); recombinant LYP phosphatase, fluorescence intensity; higher % means a stronger effect; inhibition, % at 11.5 µM, or IC50 in µM where a hit was titrated; 0.054% of 290,000 active;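 further: plate controls were vehicle with enzyme for no effect and no enzyme for full effect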
KOR beta-arrestin-2 – KOR antagonists, beta-arrestin recruitment, cell-based, luminescence, uHTS (AID 1778); Kappa-type opioid receptor (Homo sapiens); KOR beta-arrestin recruitment, luminescence, antagonist mode; higher % means a stronger effect; inhibition, % at 10 µM; hits with a dose series show IC50 in µM; 0.091% of 290,000 active; further: strong numbers were not always called active
HIV fusion peptide – inhibitors of HIV fusion peptide binding, primary screen, biochemical, uHTS, fluorescence dequenching (AID 1986); cell-free peptide binding, fluorescence dequenching, 30 min; higher % means a stronger effect; inhibition, % at 20 µM, or IC50 in µM where a hit was titrated; 0.3% of 290,000 active; in the data active means inhibition mostly above about 52%, no sharp cut-off; inactive means mostly below about 76%; further: some results filed as inactive read as strong as hits
NOD1 inhibition – NOD1 signaling inhibitors, primary screen, cell-based, luminescence, uHTS (AID 1578); inhibition, % at 4 µM; hits with a dose series show EC50 in µM; 1% of 290,000 active; NOD1-driven NF-kB luciferase reporter cells, luminescence; higher % means a stronger effect; in the data active means inhibition mostly above about 36%, no sharp cut-off; inactive means mostly below about 34%;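 further: HEK-293T reporter cells stimulated with the NOD1 agonist gamma-tri-DAP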
Myeloid diff MLP GFP+ MAC1+ % – second read-out of Myeloid diff MLP, no call of its own (marks repeat the call); GFP+ MAC1+ double positive, %; measured here: differentiation confirmed by MAC1 staining
* hit, by the source's call; i = inactive; x = no result given; [ ] = another dose, or the depositor's remark. Unless noted, no stated cut-off is given here; in the data, active means inhibition above about 50%; inactive means the rest.

smiles	PhoP inhibition	SIAH1 antagonists	Myeloid diff MLP GFP+ MAC1+ %	KOR beta-arrestin-2	HEK293 NOD2/NF-kB	Myeloid diff MLP	LYP phosphatase	KOR beta-arrestin-1	HIV fusion peptide	NOD1 inhibition
Cc1cc(C)c(C#N)c(SCc2ccccc2F)n1	-3.7%	8.7%	0.5	-21.4%[20 µM]	9.9%	i	-1.5%	x	-0.9%	-20.9%
COC(=O)C1=C(C)N(C)C(=O)NC1c1cc2c(cc1Br)OCO2 (stereo not given)	-4.8%	5.7%	0.5	-7.8%	-12.5%	i	-0.7%	-2.7%	1.2%	-33.4%
CC(C)(C)c1ccc(C(=O)N2CCN(c3ncccn3)CC2)cc1	3.5%	-1.3%	0.6	-8.6%	17.2%	i	-8.5%	-7.8%	-0.8%	-9.4%
Cc1ccc(-n2c(C)c3c(C)nnc(C)c3c2C)cc1N	-3.5%	0.4%	0.1	1.6%	9.1%	i	-5.1%	-2.2%	-1.4%	-8.8%
CCN(CC)CCn1c2ccc(F)cc2c2nc(C)sc21	5.6%	6.2%	8.7	8.6%	-16.2%	i	-10.5%	0.7%	1.4%	-9.9%
Cc1ccc(CNC(=O)c2cc3c(=O)n4ccccc4nc3n(Cc3ccco3)c2=N)cc1	x	20.3%	0.4	2.4%	7.3%	i	-7.9%	-8.4%	-2.4%	26.3%
O=[N+]([O-])c1ccccc1S(=O)(=O)N1CCN(c2ccccn2)CC1	-5.5%	0.8%	0.5	-20.6%[20 µM]	1.1%	i	1.9%	1.7%	1.7%	-24.9%
COc1ccc(CCN2C(=O)C3C4C=CC(C3C2=O)C2C(=O)N(CCc3ccc(OC)c(OC)c3)C(=O)C42)cc1OC (stereo not given)	-5.8%	-4.2%	0.6	-11.0%	34.9%	i	-7.8%	3.1%	0.3%	52.2%
O=C(CSc1nnc(Cn2c(=O)sc3ccccc32)n1-c1ccccc1)N1CCCC1	-3.3%	9.2%	2.2	12.5%	7.4%	i	-4.9%	5.5%	-1.8%	-23.1%
COc1cccc(NC(=O)c2ccc3c(c2)OCCO3)c1	x	-1.4%	0.6	-48.9%	-89.8%	i	-14.6%	-3.4%	0.3%	14.4%
Cc1nc2c(ccc3c2ccc2nc(C)sc23)s1	2.3%	-5.6%	x	-43.0%	-32.3%	x	-6.3%	5.1%	0.9%	-21.1%
O=C(COc1ccc(S(=O)(=O)NC2CCCCC2)cc1)N1CCN(c2ccc(F)cc2)CC1	7.0%	-2.5%	1.7	-19.7%	20.4%	i	-5.2%	-1.1%	-0.6%	33.4%
CSc1nnc2c(n1)OC=Nc1ccccc1-2	-19.0%	1.7%	0.7	-23.0%	11.9%	i	-3.5%	-5.7%	1.3%	-1.4%
O=C1[C@H]2[C@@H](C(=O)N1c1cccc3ccccc13)C1(C(=O)c3ccccc3C1=O)N1CCC[C@@H]21	9.3%	1.5%	1.2	-26.6%	4.1%	i	-3.6%	1.6%	-2.4%	17.4%
Cc1ccc2c(CSc3nncs3)cc(=O)oc2c1	10.3%	0.5%	7.5	-10.9%	14.7%	i	-7.7%	-6.0%	1.8%	4.5%
CCOC(=O)/C=C/C(=O)OCc1csc(CC(=O)Nc2ccccc2C)n1	-0.8%	0.1%	0.9	25.8%	26.0%	i	-8.1%	-2.7%	1.4%	-18.1%
CCN(CC(=O)Nc1cccc(OC)c1)CC(=O)Nc1ccc(C)cc1Cl	-1.3%	2.8%	0.9	-2.2%	19.8%	i	-5.6%	-3.2%	2.5%	-0.2%
CC1(C)C(=O)Nc2ccccc2N1C(=O)COc1ncnc2c(Cl)cc(Cl)cc12	5.9%	0.4%	5.4	2.4%	-2.5%	i	4.8%	3.1%	1.5%	11.2%
O=C(Nc1nnc(SCc2ccc(F)cc2)s1)C1Cc2ccccc2CN1C(=O)c1ccco1 (stereo not given)	-7.7%	1.5%	0.4	17.1%	25.9%	i	-0.2%	-2.4%	24.2%	17.5%
O=C(CN(C(=O)c1ccccc1Cl)C1CCCCC1)Nc1ccc(Cl)c([N+](=O)[O-])c1	-7.7%	0.3%	0.6	-8.0%	2.5%	i	3.6%	1.3%	-0.5%	-1.0%
CCOC(=O)N1CCN(C(=O)CSc2ccc(-c3ccc(OC)cc3)nn2)CC1	0.5%	-6.0%	0.0	-6.0%	4.8%	i	-7.2%	-0.2%	-1.7%	-54.4%
COCCN1C(=O)c2ccc(C(=O)NCc3cccnc3)cc2C1=O	-1.1%	0.8%	9.4	14.8%	14.2%	i	-4.3%	0.7%	-0.9%	x
Fc1ccccc1Nc1nc2c(s1)CCc1ccccc1-2	7.0%	-3.0%	x	3.8%	-114.8%	x	-7.2%	2.1%	2.2%	-7.6%
OCCC1CN(Cc2ccc(Oc3ncccn3)cc2)CCN1Cc1ccc(F)c(F)c1 (stereo not given)	-11.4%	11.6%	0.1	-6.9%	-2.6%	i	-3.7%	7.6%	-0.8%	-11.9%
O/N=C1\CC2(Cc3nonc31)OCCO2	-3.3%	-0.4%	0.6	-8.7%	4.9%	i	1.7%	-2.3%	-0.7%	-16.9%
Cc1ccc2c(c1)N(C(=O)CCC(=O)NCCCN(C)Cc1ccccc1)CCO2	x	-0.6%	5.8	10.2%[20 µM]	-2.5%	i	-6.1%	-2.1%	2.5%	5.8%
CCC(=O)N1CCc2cc(OC)c(OC)cc2C1COc1ccc(F)cc1 (stereo not given)	9.7%	7.5%	0.5	-9.6%	23.2%	i	-8.4%	-4.8%	2.5%	-2.5%
CN(Cc1ncc[nH]1)Cc1cn(-c2ccccc2)nc1-c1ccc2c(c1)OCO2	-10.2%	14.5%	0.5	29.0%	3.8%	i	-3.7%	-2.0%	-2.3%	2.0%
Cc1ccsc1C(=O)OCC(=O)NCCC1=CCCCC1	8.5%	2.9%	0.6	-16.8%	-15.0%	i	-5.8%	0.0%	-1.3%	-40.5%
Cn1c(Cl)nc2c1c(=O)n(Cc1cccc(Br)c1)c(=O)n2C	4.8%	7.0%	0.5	-6.7%	13.4%	i	0.3%	-2.8%	-1.5%	-24.9%
CNC(=S)N(CCc1c(C)[nH]c2ccc(C)cc12)Cc1cccnc1	x	5.1%	3.7	11.5%[20 µM]	1.6%	i	-4.0%	-4.1%	0.2%	-9.0%
CCOC(=O)NC(=O)CSc1nnnn1-c1ccccc1	1.5%	0.5%	2.6	38.2%	14.9%	i	-10.8%	-2.5%	-2.6%	-4.6%
CC(C)=C1C2CCC1C1C(=O)N(NC(=O)c3ccco3)C(=O)C21 (stereo not given)	-14.2%	-1.1%	0.4	-12.6%	14.1%	i	-11.3%	0.2%	-1.4%	-8.8%
CC(Sc1nc2ccccc2[nH]1)C(=O)NC1CCCCC1C (stereo not given)	3.4%	-3.9%	0.6	38.0%	17.3%	i	-7.7%	-5.4%	-1.7%	21.2%
Cc1snc(SCc2cccc(Cl)c2)c1C#N	2.7%	2.8%	1.1	20.7%	10.9%	i	-6.3%	-3.7%	-1.1%	-3.9%
Cc1ccc(C)c(NC(=O)CSc2nnc(C3CCCCC3)o2)c1	6.5%	-2.3%	0.4	11.9%	7.2%	i	-12.4%	-3.4%	-1.1%	-19.8%
COc1cc(NC(=O)CN2CCN(S(=O)(=O)c3ccc(C(C)C)cc3)CC2)cc(OC)c1	5.9%	-4.7%	0.9	-15.6%	-12.5%	i	-0.3%	-2.6%	-1.2%	-30.0%
O=C(CNC(=S)NC(=O)c1ccccc1Br)c1ccccc1	8.2%	-2.8%	0.5	-48.5%	0.1%	i	-6.2%	10.6%	-0.5%	-14.5%
CCOCCN1CCN(c2c3c(nc4cc(-c5ccc(F)cc5)nn24)CCC3)CC1	7.9%	-4.2%	0.8	-9.6%	-24.9%	i	-4.4%	9.1%	0.5%	-16.0%
c1ccc2c(c1)OCC(c1nn3c(Cn4nnc5ccccc54)nnc3s1)O2 (stereo not given)	8.3%	-4.7%	0.7	16.7%	-3.8%	i	-2.7%	-3.0%	6.9%	-10.7%

Entries from the list above with a cyano group (two):
smiles	PhoP inhibition	SIAH1 antagonists	Myeloid diff MLP GFP+ MAC1+ %	KOR beta-arrestin-2	HEK293 NOD2/NF-kB	Myeloid diff MLP	LYP phosphatase	KOR beta-arrestin-1	HIV fusion peptide	NOD1 inhibition
Cc1cc(C)c(C#N)c(SCc2ccccc2F)n1	-3.7%	8.7%	0.5	-21.4%[20 µM]	9.9%	i	-1.5%	x	-0.9%	-20.9%
Cc1snc(SCc2cccc(Cl)c2)c1C#N	2.7%	2.8%	1.1	20.7%	10.9%	i	-6.3%	-3.7%	-1.1%	-3.9%

Continuation.
smiles	PhoP inhibition	SIAH1 antagonists	Myeloid diff MLP GFP+ MAC1+ %	KOR beta-arrestin-2	HEK293 NOD2/NF-kB	Myeloid diff MLP	LYP phosphatase	KOR beta-arrestin-1	HIV fusion peptide	NOD1 inhibition
CC(C)(C)c1nc(N)nc(=O)[nH]1	-13.5%	-8.0%	0.6	-1.7%	-14.7%	i	-9.8%	3.5%	-0.5%	1.8%
COc1cc(N)ccc1-c1cc2ccccc2oc1=O	7.1%	7.9%	0.2	-6.2%	-11.1%	i	-3.1%	1.2%	0.9%	-12.8%
CCC(C)C(=O)Nc1nc2c(s1)C(=O)CC(C)(C)C2 (stereo not given)	6.6%	-1.5%	1.2	20.9%	-5.7%	i	8.8%	-2.0%	2.1%	-23.1%
O=C(OCc1nnc(-c2ccc(Cl)cc2)o1)c1ccncc1	18.0%	-3.0%	1.2	5.1%	17.1%	i	-17.2%	3.0%	2.1%	-11.6%
Cc1cc(NN)nc(NS(=O)(=O)c2ccccc2Cl)n1	7.8%	5.0%	0.3	-18.5%	12.9%	i	-8.4%	1.5%	-1.9%	-21.1%
O=C(c1ccc([N+](=O)[O-])s1)N1CCN(c2cccc(Cl)c2)CC1	-5.3%	14.4%	0.4	16.1%	-69.6%	i	2.8%	-0.8%	-2.5%	-17.7%
Cc1c(CN(C)C(=O)/C=C/c2ccc([N+](=O)[O-])cc2)cnn1C	-4.9%	8.9%	0.5	2.3%	15.0%	i	-5.0%	-2.7%	0.1%	6.4%
COc1ccc(CNC(=O)c2ccc(-c3ccccc3)cc2)cc1	14.5%	3.9%	0.7	-6.4%	-65.1%	i	-8.5%	-0.4%	1.0%	-83.7%
COc1ccc2nc3oc(C(=O)N4CCN(c5ccccc5F)CC4)cc3cc2c1	3.0%	-1.5%	0.9	-11.7%	19.9%	i	-1.5%	25.9%	-0.2%	-9.5%

These rows are one share of the data; count on the stated rates, not on these rows.
